Assay outcomes from PubChem BioAssay.
RGS4 block – human RGS4 inhibition | P49798 | HEK293 M3R/RGS4 inducible, Fluo-4 calcium flux; active compounds read high; triggered by carbachol at its EC20 | B-score at 10 µM | hit rate 0.45% among 310,000 | AID 463165;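 active = B-score, a plate-corrected calcium signal, over three deviations above library mean, with baseline fluorescence within five deviations of library mean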;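 note: RGS4 expression induced by doxycycline in cells with stable M3 receptor; B-score is computed from the integrated fluorescence ratio over baseline after carbachol; higher B-score means a larger calcium signal and so more RGS4 inhibition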
Target sequence (P49798 whole entry, looked up): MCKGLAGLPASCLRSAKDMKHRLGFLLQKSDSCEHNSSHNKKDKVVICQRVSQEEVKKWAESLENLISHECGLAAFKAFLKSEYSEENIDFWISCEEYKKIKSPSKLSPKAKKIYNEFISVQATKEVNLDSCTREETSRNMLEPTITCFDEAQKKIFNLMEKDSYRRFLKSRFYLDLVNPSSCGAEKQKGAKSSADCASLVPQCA
KCNK3 inh – human KCNK3 channel inhibition, primary screen | CHO-KCNK3 thallium flux, FluxOR fluorescence; active compounds read low | AID 602410 | hit rate 0.84% among 340,000 | O14649 | B-score at 10 µM;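 active = B-score under library mean minus 4 SD, starting fluorescence ratio at most library mean plus 5 SD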;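 note: more negative B-score means stronger inhibition of thallium flux through KCNK3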
RGS4 act – RGS4 potentiation or activation | HEK293 M3R/inducible RGS4, carbachol calcium flux Fluo4; active compounds read low | B-score at 10 µM | hit rate 0.92% among 310,000;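 active = B-score of the integrated calcium signal more than 4 SD below the library mean, with starting fluorescence not abnormally high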;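 note: negative B-score means reduced calcium response which marks RGS4 activation or potentiation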
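Assay system: HEK293 FlpIn-TREx cells, stable M3R, doxycycline-inducible RGS4 / Probe or stimulus: carbachol, ECmax concentration / Times: overnight RGS4 induction, 30 min dye load 37 °C, 20 min compound RT / Signal: kinetic calcium fluorescence imaging with Fluo4-AM dye, 2 µM / Measure: Agonist-evoked peak-minus-minimum fluorescence over baseline, integrated ratio, B score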
GSK3A inh – inhibitors of human GSK-3 alpha kinase; inhibition, % at 10 µM; P49840; AID 2650; hit rate 0.1% among 320,000; ADP-Glo luminescence, 60 min;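 in the data active = inhibition above about 50%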;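 note: GST-tagged GSK-3 alpha with peptide substrate and 25 µM ATP; 0% = DMSO neutral wells and 100% = GW8510 positive control wells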
KCNK9 inh – human KCNK9 channel inhibition; Q9NPC2; HEK293 KCNK9, FluxOR thallium flux fluorescence; active compounds read low; B-score at 10 µM; hit rate 1.2% among 310,000; AID 488922;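 active = ratio B-score over 3 SD below the library mean, with starting fluorescence within 5 SD of its mean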;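 note: negative B-score means less thallium flux so channel inhibition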
Target sequence (Q9NPC2 whole entry, looked up): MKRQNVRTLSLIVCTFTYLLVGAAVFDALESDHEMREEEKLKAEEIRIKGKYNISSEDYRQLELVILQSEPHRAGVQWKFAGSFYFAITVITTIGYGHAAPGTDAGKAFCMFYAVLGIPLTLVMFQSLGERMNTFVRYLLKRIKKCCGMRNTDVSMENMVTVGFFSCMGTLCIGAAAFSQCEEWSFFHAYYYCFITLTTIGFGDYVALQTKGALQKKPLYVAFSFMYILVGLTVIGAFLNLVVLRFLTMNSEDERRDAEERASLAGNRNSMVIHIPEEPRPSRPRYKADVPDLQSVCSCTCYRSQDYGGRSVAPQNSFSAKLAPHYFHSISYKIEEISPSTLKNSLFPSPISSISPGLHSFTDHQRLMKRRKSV
GSK3B inh – human GSK3beta kinase inhibition; GST-GSK3beta kinase, ADP-Glo luminescence, 60 min; active compounds read low; P49841; hit rate 0.038% among 300,000; activity score (negative = inhibition), % at 10 µM;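 active = more than half of replicate wells score below -50%, meaning over 50% inhibition versus plate controls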;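 note: 0% = median DMSO wells and -100% = median GW8510 positive control wells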
Target sequence (P49841 whole entry, looked up): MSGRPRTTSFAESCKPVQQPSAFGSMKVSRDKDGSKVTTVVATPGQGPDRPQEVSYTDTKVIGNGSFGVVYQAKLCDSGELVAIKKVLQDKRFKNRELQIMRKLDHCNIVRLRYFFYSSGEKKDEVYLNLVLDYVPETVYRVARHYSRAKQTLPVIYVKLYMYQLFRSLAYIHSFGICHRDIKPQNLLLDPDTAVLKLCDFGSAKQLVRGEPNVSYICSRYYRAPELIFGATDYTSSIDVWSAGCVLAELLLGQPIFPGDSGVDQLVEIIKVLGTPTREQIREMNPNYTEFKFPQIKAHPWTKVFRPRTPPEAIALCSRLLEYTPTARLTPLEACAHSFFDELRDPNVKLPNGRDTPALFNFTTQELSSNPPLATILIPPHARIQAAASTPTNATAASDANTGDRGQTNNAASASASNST
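test system = GST-tagged human GSK3beta kinase, cell-free | reagent = 25 µM ATP with peptide substrate | dosing = one dose of 10 µM per compound | schedule = 60 min reaction, RT | detection = luminescent ADP-Glo measurement of ADP formed | control set = DMSO neutral wells and GW8510 at 20 µM as positive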
PolyA inh – yeast polyadenylation inhibition; S. cerevisiae SKY197-pL101 polyadenylation reporter, beta-gal luminescence; efflux-impaired pdr1/pdr3 knockout yeast; score 100 = 6 SD above DMSO; calls only at 12 µM; hit rate 0.02% among 300,000; AID 1875;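 active = lowest replicate activity score at least 50, where 100 means six control SD above control mean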;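 note: yeast exposed to compound for 9 h at 30 °C; higher score means more reporter readthrough which indicates perturbed polyadenylation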
hERG protect – hERG (human) protection from proarrhythmic block. hit rate 0.51% among 310,000. activation (rescue from dofetilide block), less the hit threshold, % at 10 µM. CHO-hERG, FluxOR thallium flux, dofetilide IC70 present;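 active = activation above the mean of controls blocked by dofetilide plus 5 SD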;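 note: thallium influx through hERG after potassium depolarization seen as dye fluorescence rise; in these data hits start at about 4.7%; inactives centre near -7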
DYRK1A inh – blocks rat Dyrk1A kinase activity. ADP-Glo luminescence, NFATc1 peptide. inhibition, % at 12.5 µM. hit rate 0.43% among 310,000. AID 504441; in the data active = inhibition above about 50%;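 note: plate controls were vehicle with enzyme for no effect and no enzyme for full effect; many of its hits are not listed in these tables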
KCNQ1 act – potentiates or activates the human KCNQ1 potassium channel; P51787; CHO-K1 KCNQ1, thallium flux FluxOR fluorescence; active compounds read high; B-score at 10 µM; hit rate 0.35% among 310,000;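 active = fluorescence ratio B-score, a plate-corrected score, at least three library SD, with initial intensity B-score within 5 SD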
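assay system = KCNQ1-transfected CHO-K1 cells | medium = assay buffer with matched DMSO | probe or stimulus = depolarizing K+/Tl+ stimulus, K2SO4 and Tl2SO4 each 12.5 mM in 5x stock | dosing = single dose | incubation = dye 90 min, compound 20 min, room temperature | detection = kinetic FluxOR fluorescence, 10 s baseline plus 110 s post-stimulus | evaluation = ratio B score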
KCNQ1 block – inhibitors of human KCNQ1 potassium channel. P51787. CHO-K1 KCNQ1, FluxOR thallium flux fluorescence; active compounds read high. B-score at 10 µM. hit rate 1.3% among 310,000. AID 2642;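 active = compounds whose thallium flux B-score, printed positive for inhibition, exceeds three library SD while starting fluorescence stays within three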;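 note: channel opened by potassium depolarization with thallium stimulus after 20 min compound exposure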
* = called active by the depositor. A portion of the library, so the mix of outcomes need not match the whole.

Screening O=C(NCN1CCN(c2ccccc2F)CC1)c1ccccc1 returned RGS4 block inactive, KCNK3 inh inactive, RGS4 act inactive, GSK3A inh -3.4, KCNK9 inh inactive, GSK3B inh -12.8, PolyA inh inactive, hERG protect -11.9, DYRK1A inh 4.2, KCNQ1 act inactive and KCNQ1 block inactive.
For CCOC(=O)N1CCN(C(=O)Cn2nc(-c3ccc(Cl)cc3)ccc2=O)CC1 the results were RGS4 block inactive, KCNK3 inh inactive, RGS4 act inactive, GSK3A inh -0.8, KCNK9 inh inactive, GSK3B inh -0.4, PolyA inh inactive, hERG protect -9.3, DYRK1A inh -4.0, KCNQ1 act inactive and KCNQ1 block inactive.
Screening O=C(CC1SC(N2CCCC2)=NC1=O)Nc1ccc(C(=O)Nc2ncccc2O)cc1 (stereo not given) returned RGS4 block inactive, KCNK3 inh inactive, RGS4 act inactive, GSK3A inh -1.6, KCNK9 inh inactive, GSK3B inh 0.4, PolyA inh inactive, hERG protect -13.6, DYRK1A inh -0.2, KCNQ1 act inactive and KCNQ1 block inactive.
Screening O=C(NN=C1CCCCC1)Nc1ccccc1Cl returned RGS4 block inactive, KCNK3 inh inactive, RGS4 act inactive, KCNK9 inh inactive, GSK3B inh 0.1, PolyA inh inactive, hERG protect -5.6, DYRK1A inh -1.2, KCNQ1 act inactive and KCNQ1 block inactive.
For CCCCNC(=O)c1cc2c(=O)n3cccc(C)c3nc2n(CCN2CCOCC2)c1=N the results were RGS4 block inactive, KCNK3 inh inactive, RGS4 act inactive, GSK3A inh -1.2, KCNK9 inh inactive, GSK3B inh -3.3, PolyA inh inactive, hERG protect -18.0, DYRK1A inh -0.4, KCNQ1 act inactive and KCNQ1 block inactive.
CC(=O)N(Cc1cccs1)Cc1cc2cc(C)c(C)cc2nc1Cl was read as RGS4 block inactive, KCNK3 inh inactive, RGS4 act inactive, GSK3A inh 0.4, KCNK9 inh inactive, GSK3B inh 1.2, PolyA inh inactive, hERG protect -11.2, DYRK1A inh -2.7, KCNQ1 act inactive and KCNQ1 block inactive.
`COc1ccc(NC(=O)N2CCCc3cc(C)ccc32)c(OC)c1` gave RGS4 block inactive, KCNK3 inh inactive, RGS4 act inactive, GSK3A inh 1.3, KCNK9 inh inactive, GSK3B inh -7.9, PolyA inh inactive, hERG protect -15.7, DYRK1A inh -4.7, KCNQ1 act inactive and KCNQ1 block inactive.
`CC(NC(=O)CCSc1nc(-c2ccc3c(c2)OCO3)cc(C(F)(F)F)n1)c1ccccc1` (stereo not given) gave RGS4 block inactive, KCNK3 inh inactive, RGS4 act inactive, GSK3A inh -1.9, KCNK9 inh inactive, GSK3B inh -0.5, PolyA inh inactive, hERG protect -9.4, DYRK1A inh -0.2, KCNQ1 act inactive and KCNQ1 block inactive.
Cc1nc(NS(=O)(=O)c2ccccc2)sc1NC(=O)OCCN(C)C was read as RGS4 block inactive, KCNK3 inh inactive, RGS4 act inactive, GSK3A inh -3.9, KCNK9 inh inactive, GSK3B inh 1.5, PolyA inh inactive, hERG protect -2.4, DYRK1A inh -1.5, KCNQ1 act inactive and KCNQ1 block inactive.
Cc1nn(Cc2ccc(C(=O)N/N=C/c3ccncc3)o2)c(C)c1Cl was read as RGS4 block inactive, KCNK3 inh inactive, RGS4 act inactive, GSK3A inh 1.9, KCNK9 inh inactive, GSK3B inh -1.8, PolyA inh inactive, hERG protect -12.2, DYRK1A inh 0.2, KCNQ1 act inactive and KCNQ1 block inactive.

Two neighbouring records already listed, for reference:
Screening O=C(CC1SC(N2CCCC2)=NC1=O)Nc1ccc(C(=O)Nc2ncccc2O)cc1 (stereo not given) returned RGS4 block inactive, KCNK3 inh inactive, RGS4 act inactive, GSK3A inh -1.6, KCNK9 inh inactive, GSK3B inh 0.4, PolyA inh inactive, hERG protect -13.6, DYRK1A inh -0.2, KCNQ1 act inactive and KCNQ1 block inactive.
Screening O=C(NN=C1CCCCC1)Nc1ccccc1Cl returned RGS4 block inactive, KCNK3 inh inactive, RGS4 act inactive, KCNK9 inh inactive, GSK3B inh 0.1, PolyA inh inactive, hERG protect -5.6, DYRK1A inh -1.2, KCNQ1 act inactive and KCNQ1 block inactive.

(next part)
COc1ccc2c(CCNC(=O)Nc3ccccc3)c[nH]c2c1 was read as RGS4 block inactive, KCNK3 inh inactive, RGS4 act inactive, GSK3A inh -6.7, KCNK9 inh inactive, GSK3B inh -2.7, PolyA inh inactive, hERG protect -11.6, DYRK1A inh 0.9, KCNQ1 act inactive and KCNQ1 block inactive.
For Cc1c(C)c2ccc(OC(C)C(=O)NCCN3CCOCC3)c(C)c2oc1=O (stereo not given) the results were RGS4 block inactive, KCNK3 inh inactive, RGS4 act inactive, GSK3A inh -0.9, KCNK9 inh inactive, GSK3B inh 3.0, PolyA inh inactive, hERG protect -8.5, DYRK1A inh 8.8, KCNQ1 act inactive and KCNQ1 block inactive.
Nc1sc(-c2ccccc2)cc1C(=O)N/N=C/c1ccc(Cl)cc1 was read as RGS4 block 4.73*, KCNK3 inh inactive, RGS4 act inactive, GSK3A inh -3.5, KCNK9 inh -14*, GSK3B inh 1.7, PolyA inh inactive, hERG protect -8.8, DYRK1A inh 8.2, KCNQ1 act inactive and KCNQ1 block inactive.
Screening Cc1ccc(-n2c(=O)c3ccccc3n(CC(=O)C(C)(C)C)c2=O)cc1 returned RGS4 block inactive, KCNK3 inh inactive, RGS4 act inactive, GSK3A inh 1.2, KCNK9 inh inactive, GSK3B inh -3.7, hERG protect -4.0, DYRK1A inh -7.8, KCNQ1 act inactive and KCNQ1 block inactive.
CC(=O)c1c(N2CCOCC2)nc(=S)n(-c2ccc([N+](=O)[O-])cc2)c1C was read as RGS4 block inactive, KCNK3 inh inactive, RGS4 act inactive, GSK3A inh -1.8, KCNK9 inh inactive, GSK3B inh 1.1, PolyA inh inactive, hERG protect -3.9, DYRK1A inh -4.3, KCNQ1 act inactive and KCNQ1 block inactive.
For Cc1ccc(CSCC(=O)N(C)CC(=O)Nc2ccc(Br)cc2C)cc1 the results were RGS4 block inactive, KCNK3 inh inactive, RGS4 act inactive, GSK3A inh -2.4, KCNK9 inh inactive, GSK3B inh -1.4, PolyA inh inactive, hERG protect -16.4, DYRK1A inh -1.4, KCNQ1 act inactive and KCNQ1 block inactive.
CC(C)=CCN1CCN(Cc2cc(C(C)C)n[nH]2)CC1CCO (stereo not given) was read as RGS4 block inactive, KCNK3 inh inactive, RGS4 act inactive, GSK3A inh -2.1, KCNK9 inh inactive, GSK3B inh -0.9, PolyA inh inactive, hERG protect -14.3, DYRK1A inh -9.0, KCNQ1 act inactive and KCNQ1 block inactive.
Screening N#Cc1c(-c2ccccc2)nc(-c2ccccc2)[nH]c1=O returned RGS4 block inactive, KCNK3 inh inactive, RGS4 act inactive, KCNK9 inh inactive, GSK3B inh 3.9, PolyA inh inactive, hERG protect -5.9, DYRK1A inh 2.6, KCNQ1 act inactive and KCNQ1 block inactive.
`CC1(C)CC(N2CCOCC2)=CC(=[N+]2CCOCC2)C1` gave RGS4 block inactive, KCNK3 inh inactive, RGS4 act inactive, GSK3A inh -2.6, KCNK9 inh inactive, GSK3B inh -3.3, PolyA inh inactive, hERG protect 4.4, DYRK1A inh 1.8, KCNQ1 act inactive and KCNQ1 block inactive.
Screening COc1cccc(C2N(c3cccc(Cl)c3)C(=O)C3CCCN32)c1OC (stereo not given) returned RGS4 block inactive, KCNK3 inh inactive, RGS4 act inactive, KCNK9 inh inactive, GSK3B inh -4.7, PolyA inh inactive, hERG protect -5.4, DYRK1A inh 13.1, KCNQ1 act inactive and KCNQ1 block inactive.
Screening COc1ccc2[nH]c(=O)c(C(c3nnnn3CC3CCCO3)N3CCCCC3)cc2c1 (stereo not given) returned RGS4 block inactive, KCNK3 inh inactive, RGS4 act inactive, GSK3A inh -0.7, KCNK9 inh inactive, GSK3B inh 1.8, PolyA inh inactive, hERG protect -1.8, KCNQ1 act inactive and KCNQ1 block inactive.
For NCCc1nnc(SCc2ccccc2Cl)o1 the results were RGS4 block inactive, KCNK3 inh inactive, RGS4 act inactive, GSK3A inh -0.4, KCNK9 inh inactive, GSK3B inh -13.2, PolyA inh inactive, hERG protect -6.3, KCNQ1 act inactive and KCNQ1 block inactive.
Screening CCN1C(=O)c2cccc3c(S(=O)(=O)NCCCN4CCOCC4)ccc1c23 returned RGS4 block inactive, KCNK3 inh inactive, RGS4 act inactive, GSK3A inh -3.7, KCNK9 inh inactive, GSK3B inh 2.2, hERG protect -5.5, DYRK1A inh 1.6, KCNQ1 act inactive and KCNQ1 block inactive.
`CCN1CCN(c2nc3c(c(=O)n(C)c(=O)n3C)n2Cc2cccc3ccccc23)CC1` gave RGS4 block inactive, KCNK3 inh inactive, RGS4 act inactive, GSK3A inh 0.3, KCNK9 inh inactive, GSK3B inh 3.4, PolyA inh inactive, hERG protect -3.8, DYRK1A inh -2.3, KCNQ1 act inactive and KCNQ1 block inactive.
Screening CCOc1ccccc1-n1nnnc1SCC(=O)NC(=O)NCc1ccco1 returned RGS4 block inactive, KCNK3 inh inactive, RGS4 act inactive, GSK3A inh -1.4, KCNK9 inh inactive, GSK3B inh 2.9, PolyA inh inactive, hERG protect -25.2, DYRK1A inh -3.2, KCNQ1 act inactive and KCNQ1 block inactive.
O=C(c1ccc(S(=O)(=O)Nc2ccccc2F)cc1)N1CCC1 was read as RGS4 block inactive, KCNK3 inh inactive, RGS4 act inactive, GSK3A inh -2.5, KCNK9 inh inactive, GSK3B inh 1.3, PolyA inh inactive, hERG protect -5.2, DYRK1A inh 17.1, KCNQ1 act inactive and KCNQ1 block inactive.
COCCN(C(=O)COC(=O)CCC(=O)c1cccs1)c1c(N)n(Cc2ccccc2)c(=O)[nH]c1=O was read as RGS4 block inactive, KCNK3 inh inactive, RGS4 act inactive, GSK3A inh -1.9, KCNK9 inh inactive, GSK3B inh -0.6, PolyA inh inactive, hERG protect -11.4, DYRK1A inh -1.9, KCNQ1 act inactive and KCNQ1 block inactive.
`O=C(CCS(=O)(=O)c1ccccc1Cl)Nc1ccc(S(=O)(=O)Nc2ncccn2)cc1` gave RGS4 block inactive, KCNK3 inh inactive, RGS4 act inactive, GSK3A inh -2.1, KCNK9 inh inactive, GSK3B inh 3.6, PolyA inh inactive, hERG protect -13.1, DYRK1A inh -4.7, KCNQ1 act inactive and KCNQ1 block inactive.
